# Bioassay records: PubChem BioAssay, National Center for Advancing Translational Sciences (NCATS)
# PTAP TSG101 blk: blocks PTAP/TSG101 interaction to inhibit HIV-1 budding; Q99816; AID 493005; 340,000 tested, under 10 active; Potency, µM (titrated, usually from 115 µM), for the others: at the highest dose activity change, negative = inhibition, most hits filed as inhibitors; Fluorescence polarization, FITC-PTAP peptide / Tsg101 binding; active = well fitted inhibition curve with a large enough effect in the main read-out, with a control signal flat, not every such curve was filed as active; inconclusive = small, poorly fitted or top-dose-only effect, or effect the other way, or a change in a side signal; inactive = no such curve, though single readings can be large or run the other way; note: potency is the fitted concentration of half-maximal effect; % of control where 0% means no effect
# Target sequence (Q99816 whole entry, looked up): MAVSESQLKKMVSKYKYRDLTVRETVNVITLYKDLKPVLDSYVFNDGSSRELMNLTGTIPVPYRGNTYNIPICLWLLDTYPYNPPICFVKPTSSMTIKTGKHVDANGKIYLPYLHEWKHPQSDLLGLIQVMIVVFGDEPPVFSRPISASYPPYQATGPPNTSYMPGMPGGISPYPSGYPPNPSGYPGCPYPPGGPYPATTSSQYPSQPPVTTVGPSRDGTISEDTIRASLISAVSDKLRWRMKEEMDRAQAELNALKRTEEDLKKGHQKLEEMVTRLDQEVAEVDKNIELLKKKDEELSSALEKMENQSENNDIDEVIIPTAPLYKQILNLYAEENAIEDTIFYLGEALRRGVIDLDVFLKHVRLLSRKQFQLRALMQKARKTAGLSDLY
#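 Tsg101 binding domain (10 uM final) was mixed with compound and a FITC-labeled PTAP peptide (50 nM final) in HEPES pH 7.5 buffer with NaCl, Tween 20, EDTA and TCEP; fluorescence polarization was read after 20 min at r.t.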
# ELG1 repair inh: blocks ELG1-dependent DNA repair in HEK293T cells. HEK293T ELG1-luciferase reporter, luminescence, 16 h; DNA damage induced by 5-fluorouridine. Potency, µM (doses to about 46.1 µM), for the others: at the top dose activity change, negative = inhibition, usual class: inhibitors. hit rate 2.3% among 330,000. AID 504467; note: potency is the fitted concentration of half-maximal effect; % is set by controls: 0 for no effect and ±100 for the full control effect; nearly all actives have a fitted effect of over 55% in size
#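 Cells (2,000 per well) received 5-fluorouridine plus test compound or DMSO and were incubated 16 hr at 37 °C, 5% CO2. Luciferase activity was read by luminescence 30 min after ONE-Glo addition; signal suppression marked inhibition of damage-induced ELG1 function.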
# A-T KAP1 phos: candidate therapy for ataxia-telangiectasia. […] A-T fibroblasts, KAP-1 phosphorylation AlphaLISA; neocarzinostatin DNA damage 30 min before lysis. Potency, µM (top dose mostly 57.5 µM), for inactives: at the top dose activation, usual class: activators. hit rate 0.19% among 320,000; note: potency is the fitted concentration of half-maximal effect; % of control where 0% means no effect; nearly all actives have a fitted effect of over 45% in size
#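 ATM-like activity read as KAP-1 phosphorylation via AlphaLISA donor/acceptor antibody pairs after lysis and 6 hr at 25C. Cells were ATM-null patient fibroblasts ([…], hTERT), dosed 60 min, then exposed to the DSB inducer NCS for 30 min.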
# Eya2 inh: blocks the phosphatase activity of human Eya2 | recombinant Eya2, OMFP fluorescence dephosphorylation (OMFP is methylfluorescein phosphate) | Potency, µM (top dose mostly 76.9 µM), without a hit: at the highest dose activity, negative = inhibition, hits mostly inhibitors | hit rate 0.006% among 330,000 | AID 488837; note: potency is the fitted concentration of half-maximal effect; % is set by controls: 0 for no effect and ±100 for the full control effect
# Target sequence (O00167 whole entry, looked up): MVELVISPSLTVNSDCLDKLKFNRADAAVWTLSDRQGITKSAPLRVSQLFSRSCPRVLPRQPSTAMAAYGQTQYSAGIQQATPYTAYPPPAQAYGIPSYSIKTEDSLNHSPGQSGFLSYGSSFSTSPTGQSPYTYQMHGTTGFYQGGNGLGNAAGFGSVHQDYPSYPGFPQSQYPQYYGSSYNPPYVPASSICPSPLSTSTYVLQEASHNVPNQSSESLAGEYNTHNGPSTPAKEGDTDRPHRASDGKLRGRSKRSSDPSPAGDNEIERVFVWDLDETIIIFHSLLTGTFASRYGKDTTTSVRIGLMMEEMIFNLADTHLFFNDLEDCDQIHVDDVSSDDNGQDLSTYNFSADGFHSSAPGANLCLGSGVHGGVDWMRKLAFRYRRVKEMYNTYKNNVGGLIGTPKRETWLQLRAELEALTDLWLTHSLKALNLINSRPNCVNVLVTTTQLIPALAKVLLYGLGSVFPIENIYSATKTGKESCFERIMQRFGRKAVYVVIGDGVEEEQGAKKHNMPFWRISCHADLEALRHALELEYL
#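 Eya2 (0.2 uM) preincubated 10 min at ambient with compound, then OMFP substrate added at 50 uM; 10 min reaction in 50 mM HEPES pH 7.5, 50 mM NaCl, 5 uM MgCl2, 0.05% BSA, 1 mM DTT. Fluorescence read at Ex 485/Em 525 nm.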
# ASM inhibitor: blocks human secretory acid sphingomyelinase; placental ASM, HMU-PC fluorogenic substrate, 60 min; hit rate 0.006% among 340,000; Potency, µM (top dose mostly 57.5 µM), inactives show at the top dose activity change, negative = inhibition, hits mostly inhibitors; P17405; AID 504937; note: potency is the fitted concentration of half-maximal effect
#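 Fluorescence read-out (Ex 386 nm, Em 447 nm) after stopping the reaction at pH 10. Enzyme: ASM from human placenta; substrate HMU-PC0, 9 uM final; 60 min, 37 °C. Compound preincubation 10 min, ambient temperature.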
# Mito fusion yeast: inhibitors of mitochondrial division or activators of mitochondrial fusion; S. cerevisiae fusion-defective mutant growth rescue, CellTiterGlo 48 h; Potency, µM (doses to about 46.1 µM), inactives show at the top dose growth rescue (activation), usual class: activators; hit rate 0.23% among 320,000; AID 485298;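 note: potency is the fitted concentration of half-maximal effect; % of control where 0% means no effect; nearly all actives have a fitted effect of over 45% in size; temperature-sensitive fusion mutants such as fzo1-1 at 37 °C on non-fermentable ethanol glycerol medium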
#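 Growth-rescue viability read-out: after 48 h at the non-permissive 37C in glycerol/ethanol YPEG, yeast mitochondrial fusion mutants are measured by CellTiterGlo luminescence; compounds (23 nl pinned per well) restoring growth score as division inhibitors or fusion activators.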
# Integrin act MD: integrin-mediated muscular dystrophy alleviation activation; alpha7betagal myoblasts, beta-gal FDG fluorescence, 48 h; Potency, µM (doses to about 38.3 µM), for inactives: at the top dose activation, actives largely listed as activators; hit rate 0.064% among 350,000;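 note: potency is the fitted concentration of half-maximal effect; 100% = response of the positive control SU9516; nearly all actives have a fitted effect of over 60% in size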
#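 alpha7betagal+/- myoblasts (passage 13, 250/well) treated 48 h at 37C with compounds at 1:260 dilution of DMSO stock. Lysed, then beta-galactosidase activity read as FDG fluorescence (ex 480/em 540) after 30 min, with pre-read for autofluorescence.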
# TSHR antagonist: antagonists of human thyroid stimulating hormone receptor | TSHR-expressing cells, TSH-stimulated cAMP HTRF, 2 h; active compounds read low | hit rate 0.2% among 330,000 | activity change, negative = inhibition, % at 11.5 µM;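 active = activity change below a set negative limit, meaning inhibition stronger than a set level, cut at about -70% in these data; inconclusive = activity change between two set negative limits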; note: % is set by controls: 0 for no effect and ±100 for the full control effect
#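 Cell-based HTRF cAMP assay; TSHR cells + compound, TSH EC80 (4nM final), 2 h, 37 deg C. Lysis with anti-cAMP cryptate and cAMP-d2, 30 min RT, read 665/620 nm.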
# BCR signal inh: chronic active BCR signaling inhibition | ABC-DLBCL IkBa-CBG/CBR reporter, luminescence ratio, 4 h | Potency, µM (highest dose often 46.1 µM), for inactives: at the top dose ratio change, negative = lower green/red ratio, most hits filed as inhibitors | hit rate 0.05% among 340,000 | AID 493014; active = well fitted inhibition curve with a large enough effect in the signal ratio, with a control signal flat, not every such curve was filed as active; inconclusive = small, poorly fitted or top-dose-only effect, or effect the other way, or a change in a side signal; the % refers to the signal ratio;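 note: potency is the fitted concentration of half-maximal effect; plate controls were basal doxycycline-induced cells for no effect and cells given 10 µM MG132 for full effect; MG132 reads +100%, hits lower the ratio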
#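 Compounds up to 46 uM were incubated four hours with TMD8 cells whose green CBG68 luciferase is fused to IkappaBalpha; red CBR luminescence normalised the signal, and concentration-effect curves were fitted to fusion, red and ratio data.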
# TCR act: T cell receptor activation; primary human leukocytes, anti-CD3, IL-2 HTRF, 48 h; Potency, µM (series often up to 9.22 µM), for inactives: at the top dose activation of IL-2 secretion, actives largely listed as activators; 330,000 tested, under 10 active; note: % of control where 0% means no effect
#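 HTRF read-out of IL-2 secretion: europium cryptate donor excited at 320nm, d2 acceptor emission at 665nm. Cells were primary human leukocytes incubated 48 hr with compounds and a-CD3 beads, supplying TCR signal only.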
# Tb PFK block: inhibitors of T. brucei phosphofructokinase | O15648 | T. brucei PFK, ADP-Glo luminescence | Potency, µM (doses to about 57.5 µM), without a hit: at the top dose activity, negative = inhibition, actives largely listed as inhibitors | hit rate 0.17% among 330,000 | AID 485367;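 note: potency is the fitted concentration of half-maximal effect; 0% = uninhibited 1x PFK enzyme wells and -100% = no-enzyme wells; nearly all actives have a fitted effect of over 60% in size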
#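 Activity is normalized to no-enzyme wells (full inhibition) and 1.25 nM enzyme wells (no inhibition). Reaction: 0.5 mM F6P, 0.1 mM ATP, 45 min RT, ADP-Glo luminescence; concentration-response curves fitted and classed by quality.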
# The depositor's hits bear a star; ? = inconclusive; . = not tested or not shown; [ ] = another dose, or the depositor's remark. Unless noted, calls come from the whole dose curve; as a rule, active = well fitted curve in the direction sought with a large enough effect; inconclusive = small, poorly fitted or top-dose-only effect, or another doubt; inactive = no such curve, though single readings can be large; an effect the other way counts as inactive or inconclusive.
SMILES,PTAP TSG101 blk,ELG1 repair inh,A-T KAP1 phos,Eya2 inh,ASM inhibitor,Mito fusion yeast,Integrin act MD,TSHR antagonist,BCR signal inh,TCR act,Tb PFK block
COc1cc(/C=c2\sc3n(c2=O)CCCN=3)ccc1O,1%,?,-11%,2%,-4%,-1%,-51%[inhibitor],1,-6%,-1%,-2%
O=C1COc2ccccc2CN1,0%,10%,-9%,-7%,1%,-2%,12%,-7,-11%,2%,0%
COc1ccc(C(C(=O)OCCN(C)C)c2ccccc2)cc1 (stereo not given),1%,1%,-6%,-5%,2%,2%,?,2,-4%,-1%,0%
C=CCNC(=S)NNC(=O)c1cccc(Br)c1,-1%,8%,-10%,-5%,3%,1%,8%,9,8%,0%[46.1 µM],0%
COc1ccc(S(=O)(=O)Nc2cc3c4c(oc3c3ccccc23)CC(C)(C)CC4=O)cc1,-2%,-11%,3%,-12%,-22%,6%,-32%,-5,14%,-4%,0%
CCOc1cc(/C=N/NC(=O)c2cccnc2)cc(Br)c1OCC(N)=O,-3%,-16%,-4%,8%,0%,-5%,11%,18,2%,-20%,-2%
Cc1ccc(CCNS(=O)(=O)c2c(C)nc3sccn3c2=O)cc1,-5%,-1%,-1%,?,-3%,-1%,17%,8,3%,-1%,-5%
O=C(/C=C/c1ccc(OC2CSC2)cc1)c1ccc(Cl)cc1,0%,?,8%,0%,29%,-2%,19%,-7,0%,3%[46.1 µM],-3%
CCOC(=O)c1c(C)nc(-c2ccccc2)nc1NC(=O)CC,-5%,?,11%,0%,-4%,9%,21%,9,8%,1%,-4%
CCOC(=O)C1=C(C)N(CCCC(=O)O)C(=O)NC1c1ccc(OC)cc1 (stereo not given),0%,15%,2%,10%,10%,-1%,29%,7,2%,2%,-1%

# Full records as entered above.
# Shown for O=C1COc2ccccc2CN1 → PTAP TSG101 blk = 0%; ELG1 repair inh = 10%; A-T KAP1 phos = -9%; Eya2 inh = -7%; ASM inhibitor = 1%; Mito fusion yeast = -2%; Integrin act MD = 12%; TSHR antagonist = -7; BCR signal inh = -11%; TCR act = 2%; Tb PFK block = 0%
# Shown for CCOc1cc(/C=N/NC(=O)c2cccnc2)cc(Br)c1OCC(N)=O → PTAP TSG101 blk = -3%; ELG1 repair inh = -16%; A-T KAP1 phos = -4%; Eya2 inh = 8%; ASM inhibitor = 0%; Mito fusion yeast = -5%; Integrin act MD = 11%; TSHR antagonist = 18; BCR signal inh = 2%; TCR act = -20%; Tb PFK block = -2%

# Next results.
SMILES,PTAP TSG101 blk,ELG1 repair inh,A-T KAP1 phos,Eya2 inh,ASM inhibitor,Mito fusion yeast,Integrin act MD,TSHR antagonist,BCR signal inh,TCR act,Tb PFK block
O=C(O)C1CCC(=O)N1Cc1ccc(F)cc1 (stereo not given),-8%,9%,5%,-7%,3%,-2%,3%,-4,-1%,0%,7%
Cn1c(SCc2ccccc2F)nnc1-c1cnccn1,-3%,?,4%,-14%,7%,-3%,1%[7.66 µM],11,-2%,-14%,1%
COc1cc2c(cc1NC(=O)CC1SC(N3CCCC3)=NC1=O)oc1ccccc12 (stereo not given),-2%,?,8%,-6%,-11%,5%,4%,-13,?,-43%,2%
COc1ccc(NS(=O)(=O)c2cccc(C(=O)N/N=C/c3cccs3)c2)cc1,-2%,-14%,.,12%,1%,0%,?,21,-11%,-2%[46.1 µM],0%
CCOC(=O)N1CCC(NC(=O)c2ccc3c(c2)sc2nc(-c4cccc(OC)c4)cn23)CC1,.,2.9µM*,13%,-28%,.,5%,.,-38,?,-6%[46.1 µM],2%
O=C(NC1CC2CCCC(C1)N2Cc1ccccc1)c1cccc(Cl)c1 (stereo not given),0%,-2%,-2%,-5%,0%,0%,-12%,-36,1%,.,0%
Cc1ccnc2nc(C(=O)OCCOc3ccc(Cl)cc3)nn12,0%,0%,10%,-5%,0%,2%,15%,27,?,1%,-8%
CCOc1ccc(/C=N/OCC(=O)Nc2ccc(OCc3ccccc3)cc2)cc1OC,-1%,-7%,3%,-14%,-6%,8%,0%,32,-3%,-10%[46.1 µM],2%
CC(c1ccco1)N(C(=O)C12CC3CC(CC(C3)C1)C2)c1ccccn1 (stereo not given),0%,-8%,5%,3%,4%,8%,14%,-10,1%,5%,-1%
c1ccc(-c2nnc(CN3CCC4(CC3)OCCO4)o2)cc1,-2%,?,-2%,-11%,-1%,-5%,15%,-4,16%,4%,0%
COc1ccc(CC(=O)O/N=C(\N)c2cccc([N+](=O)[O-])c2)cc1,-3%,18%,2%,-22%,-1%,-4%,3%,-6,-9%,-1%[46.1 µM],2%
COc1ccc2cc(C(C)c3nc4ccccc4c(=O)n3N)ccc2c1 (stereo not given),3%,-22%,9%,-1%,?,?,24%,0,?,2%[46.1 µM],7%
O=C(COC(=O)c1cc(Cl)ccc1O)NCCNC(=O)COC(=O)c1cc(Cl)ccc1O,-1%,-9%,0%,2%,20%,3%,21%,2,0%,-4%,-1%
CCC(C)(C)NC(=O)C(c1ccc(OC)cc1)N(CC1CCCO1)C(=O)CCC(=O)Nc1cc(C)on1 (stereo not given),-1%,4%,-8%,-10%,-1%,-4%,-2%,-9,1%,3%[46.1 µM],1%
CC1(c2ccccc2)CC(c2ccccc2)=Nc2ccccc2N1 (stereo not given),-8%,?,0%,-8%,-3%,2%,-3%,17,1%,0%,-5%
COc1ccc(C(=O)COC(=O)c2ccc(Cl)nc2)cc1OC,-1%,19%,2%,4%,1%,-2%,9%,13,1%,0%,-4%
COc1ccc(OCc2n[nH]c(=S)n2N)cc1,-3%,2%,-1%,8%,-2%,-2%,16%,-11,1%,-3%,-18%
COc1ccc2c(-c3ccc(OCCN4CCCCC4)cc3)c(-c3ccccc3OC)sc2c1,0%,-8%,5%,-12%,?,.,-4%,-5,?,1%[46.1 µM],4%
CC(C)n1c(N2CCN(CC(=O)Nc3ccc4c(c3)OCCO4)CC2)nc2ccccc21,-11%,?,14%,19%,0%,-2%,-22%,7,-4%,.,-3%
COc1ccccc1NC(=O)COC(=O)CCS(=O)(=O)c1ccc(C)cc1,.,2%,-2%,-3%,-2%,2%,21%,-4,?,6%,2%
CC(=O)Nc1ccc(S(=O)(=O)N(C)CC(=O)Nc2ccc(F)c(F)c2F)cc1,-3%,-13%,4%,14%,0%,2%,-7%,14,-1%,-33%,-6%
O=C(NNC(=S)Nc1ccccc1)c1cccc(Br)c1,-1%,?,.,-26%,2%,6%,9%,2,?,6%,1%
Cc1ccc(O)c(C=Nc2ccc3[nH]ncc3c2)c1,6%,-3%,-8%,-1%,3%,1%,21%,3,-2%,0%[46.1 µM],-2%
Cc1ccc(C2=C/C(=C\c3cccnc3)C(=O)O2)cc1,-1%,7%,10%,-9%,350%[activator],-8%,2%,0,3%,4%[46.1 µM],0%
O=C(Cn1c(SCC(=O)NC2CCCC2)nnc1-c1ccncc1)Nc1ccc2c(c1)OCO2,1%,1%,-1%,-3%,-2%,0%,-14%,0,?,19%,0%
COc1ccc(CNc2ccc(N3CCOCC3)cc2)cc1,-2%,?,-9%,-11%,4%,-3%,-4%,35,-8%,0%,-6%
COc1cccc(CNC(=O)c2ccc(Cl)c(S(=O)(=O)N3CCOCC3)c2)c1,1%,-28%,1%,11%,-1%,-1%,-1%,-10,?,67%,2%

# Rows were taken by chance, and some 3.2% of all compounds hit somewhere here.
